MT1-MMP act inh = MT1-MMP (human) activation inhibition; AID 651647; GFP/RFP ratio change, % at 20 µM; 0.061% of 360,000 active; HT1080 RFP-PRO-GFP cells, GFP/RFP ratio fluorescence, overnight; percent of plate control window, DMSO zero; P50281;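 active means GFP/RFP ratio change of at least 30% with cell ATP level not reduced by more than half and red fluorescence within 50% of control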; further: strong numbers were not always called active
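Assay system: HT1080 RFP-PRO-GFP cells | Dosing: 20 µM single dose, 1% DMSO | Incubation: Cells overnight before dosing, compound overnight, 37 °C, 5% CO2 | Evaluation: GFP/RFP fluorescence ratio | Control set: DMSO-only wells and HT1080 RFP-L50D-GFP cell wells as references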
NRP1-CendR mod = NRP-1/CendR interaction modulation; O14786; 0.85% of 360,000 active; AID 602438; FAM-RPARPAR peptide binding to NRP-1, fluorescence polarization; inhibition, % at 25 µM;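 active means inhibition or corrected inhibition above about 18%, plus a signal ratio from 0.5 to 1.5, limit read from the data, passing the limit was not always enough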; further: strong numbers were not always called active
SUMO1-SIM PPI = SUMO1-SIM interaction modulation | inhibition, % at 20 µM | 0.33% of 360,000 active | P63165 | AID 602429 | SUMO1 binding to a labelled peptide, TR-FRET, 1 h; in the data active means inhibition above about 37%
Rpn11 block = Rpn11 (human) deubiquitinase inhibition; human 26S proteasome, Ub4-pepOG fluorescence polarization; 20S core pre-blocked with epoxomicin; 0.59% of 360,000 active; O00487; calls only at 20 µM;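 active means inhibition at 20 µM, scaled to each plate's controls, above about 33%, limit read from the data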
Target sequence (O00487 whole entry, looked up): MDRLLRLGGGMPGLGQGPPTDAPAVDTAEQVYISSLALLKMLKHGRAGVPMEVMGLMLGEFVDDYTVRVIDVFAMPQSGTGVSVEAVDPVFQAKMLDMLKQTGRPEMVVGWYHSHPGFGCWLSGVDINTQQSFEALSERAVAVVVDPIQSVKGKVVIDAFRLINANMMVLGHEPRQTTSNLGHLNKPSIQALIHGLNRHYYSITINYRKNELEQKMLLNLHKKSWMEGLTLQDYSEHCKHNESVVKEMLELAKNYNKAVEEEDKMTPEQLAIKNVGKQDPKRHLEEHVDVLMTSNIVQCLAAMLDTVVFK
SKN-1 block = C. elegans SKN-1 inhibition. C. elegans VP596 Pgst-4::GFP/RFP ratio, acrylamide-induced, 24 h. inhibition, % at 21.8 µM. 0.49% of 360,000 active;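 active means interference check ratio from 0.5 to 1.5 plus GFP to RFP signal ratio inhibition reaching or exceeding a fixed threshold, cut at about 30% in these data, passing the limit was not always enough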; further: some compounds called inactive have numbers as strong as hits
LMPTP inh = LMPTP (human) inhibition | inhibition, % at 20 µM | AID 651560 | recombinant LMPTP-A, OMFP fluorogenic substrate, fluorescence intensity | 0.22% of 360,000 active | P24666;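 active means compounds that cut the enzyme signal by at least half of the control window in the single-dose screen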;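 further: plate controls were DMSO wells with enzyme plus substrate for no effect and substrate without enzyme for full effect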
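Test system: LMPTP-A phosphatase enzyme; input: 0.625 nM LMPTP-A final; reagent: OMFP substrate, 400 µM final; compound dosing: 20 µM single dose, 3% DMSO; incubation: 50 min dark incubation at room temperature; measured by: endpoint fluorescence intensity from OMFP dephosphorylation; measure: % inhibition relative to no-enzyme and uninhibited control wells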
Scp-1 inhibitor = inhibitors of human Scp-1 phosphatase; Q9GZU7; Recombinant Scp1, phosphopeptide, malachite green phosphate absorbance; inhibition, % at 20 µM; 0.88% of 340,000 active; AID 493091;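 active means inhibition above about 50% at 20 µM, limit read from the data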;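 further: plate controls were DMSO wells with enzyme for no effect and wells lacking enzyme for full effect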
Target sequence (Q9GZU7 76-261 limits assumed): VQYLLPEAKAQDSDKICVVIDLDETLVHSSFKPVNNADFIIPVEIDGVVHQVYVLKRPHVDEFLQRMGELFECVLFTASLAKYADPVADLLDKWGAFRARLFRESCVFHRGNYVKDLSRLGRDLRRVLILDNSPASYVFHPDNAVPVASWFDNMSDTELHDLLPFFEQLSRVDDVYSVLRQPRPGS
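assay system = SCP-1 phosphatase catalytic domain, residues 76-261 | buffer or medium = 50 mM Tris acetate pH 5.5, 0.005% Tween-20, 10 mM MgCl2 | incubation = enzyme reaction 45 min at room temperature, colour 5 min, stabilisation 30 min | signal = Phosphate-binding colour reagent, absorbance read at 630 nm | measure = % inhibition at 20 µM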
STEP inh = STEP (human) phosphatase inhibition | P54829 | recombinant STEP, OMFP fluorogenic substrate, fluorescence | 0.25% of 360,000 active | inhibition, % at 20 µM;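 active means inhibition at 20 µM, scaled per plate between control wells, above about 37%, limit read from the data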;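 further: 0% = DMSO with enzyme and substrate and 100% = substrate only without enzyme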
Target sequence (P54829 whole entry, looked up): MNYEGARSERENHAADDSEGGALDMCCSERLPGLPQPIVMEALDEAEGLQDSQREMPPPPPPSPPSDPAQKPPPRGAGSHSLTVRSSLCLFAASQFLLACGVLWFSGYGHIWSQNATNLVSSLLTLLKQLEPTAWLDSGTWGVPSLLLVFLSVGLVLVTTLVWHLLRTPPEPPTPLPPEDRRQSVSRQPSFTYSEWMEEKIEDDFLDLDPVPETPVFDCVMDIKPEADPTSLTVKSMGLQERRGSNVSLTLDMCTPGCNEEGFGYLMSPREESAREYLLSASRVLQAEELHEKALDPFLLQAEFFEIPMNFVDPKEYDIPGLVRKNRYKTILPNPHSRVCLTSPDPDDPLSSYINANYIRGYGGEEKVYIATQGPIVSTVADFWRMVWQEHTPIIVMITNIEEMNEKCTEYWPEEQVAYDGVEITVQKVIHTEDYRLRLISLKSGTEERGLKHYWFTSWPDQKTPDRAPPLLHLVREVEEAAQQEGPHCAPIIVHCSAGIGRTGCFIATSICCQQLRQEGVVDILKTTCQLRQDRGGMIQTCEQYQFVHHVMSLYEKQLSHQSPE
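System: isolated STEP enzyme; schedule: 20 min enzyme reaction at room temperature, protected from light; medium: Bis-Tris buffer pH 6.0, 2.5 mM DTT, 0.005% Tween 20; signal: fluorescence, 480/540 nm; dosing: single compound dose of 20 µM, 1% DMSO final; also added: OMFP substrate, 25 µM final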
NadD inh = NadD (S. aureus) enzyme inhibition; AID 602399; inhibition, % at 20 µM; purified NadD enzyme, colorimetric absorbance read-out; 0.78% of 360,000 active; in the data active means inhibition above about 26%; further: some compounds past the cut are filed as inactive
DNMT1 block = blocks human DNA methyltransferase DNMT1; 0.83% of 360,000 active; inhibition (reported as % activation of signal), % at 10 µM; DNMT1 molecular beacon, Hinp1I cleavage, fluorescence; P26358; in the data active means inhibition above about 50%
* marks the source's active call; other numbers are inactive results; i = inactive; x = no result given; + = active, no number.

The opening 2 records, ahead of the listing:
SMILES	MT1-MMP act inh	NRP1-CendR mod	SUMO1-SIM PPI	Rpn11 block	SKN-1 block	LMPTP inh	Scp-1 inhibitor	STEP inh	NadD inh	DNMT1 block
COc1ccccc1-c1csc(-n2ncc(C#N)c2N)n1	0	-4	95*	+	15	41	x	61*	3	76*
COc1ccc(CCNc2ncnc3c2[nH]c2cc(OC)c(OC)cc23)cc1OC	3	-18	18	i	-4	1.0	0	4	-3	-3

The listing (from the top)
SMILES	MT1-MMP act inh	NRP1-CendR mod	SUMO1-SIM PPI	Rpn11 block	SKN-1 block	LMPTP inh	Scp-1 inhibitor	STEP inh	NadD inh	DNMT1 block
COc1ccccc1-c1csc(-n2ncc(C#N)c2N)n1	0	-4	95*	+	15	41	x	61*	3	76*
COc1ccc(CCNc2ncnc3c2[nH]c2cc(OC)c(OC)cc23)cc1OC	3	-18	18	i	-4	1.0	0	4	-3	-3
COc1ccc(C(OCC(O)CNCCc2ccccc2)c2ccc(OC)cc2)cc1 (stereo not drawn)	-1	10	-3	i	5	-1.4	-12	0	-10	0
CC(=O)Nc1cc[n+](CC(=O)c2cccc([N+](=O)[O-])c2)cc1	-1	7	-25	i	-6	-2.3	-8	1	-3	1
Brc1ccc(NC(c2ccccc2)c2ccncc2)cc1 (stereo not drawn)	0	0	-6	i	25	-2.2	-4	-2	-6	1
COc1cccc(-c2noc(C3CCCN(C(=O)CC(C)(C)C)C3)n2)c1 (stereo not drawn)	2	11	4	i	7	0.4	-3	0	-3	0
Cc1ccccc1CNC(=O)COc1ccccc1	-1	3	0	i	16	-0.8	1	1	4	1
CCCc1nc(SCC(=O)N2CCCc3ccccc32)c2c(=O)n(C)c(=O)n(C)c2n1	-12	-1	12	i	0	1.8	-1	4	10	3
CNS(=O)(=O)c1ccc(Oc2ccc(S(=O)(=O)NC)cc2)cc1	1	-12	1	i	-8	-0.7	2	0	4	2
Cn1c(SCc2c(Cl)cccc2Cl)nnc1-c1cccs1	-1	4	2	i	11	-0.1	-5	0	4	0
CC(C)(C)NC(=O)Cn1nnc(-c2cccs2)n1	4	6	2	i	3	-0.1	-5	0	-1	2
O=C(O)CCCCCCC1C(=O)NC(=O)N1CCC(O)C1CCCCC1 (stereo not drawn)	5	1	4	i	1	-1.5	-9	0	0	1
N/C(=N\OC(=O)c1cccc(C(F)(F)F)c1)c1cnccn1	-1	14	-2	i	30	-1.5	1	6	-4	-1
CCOc1ccc(Cc2c(C)[nH]c3ccc(C(=O)O)cc3c2=S)cc1	-5	-29	-1	i	-1	-0.7	10	11	1	4
CC(=O)Nc1ccc(S(=O)(=O)Nc2cccc(-c3csc(C)n3)c2)cc1	4	-2	1	i	-2	0.8	10	-5	-1	-2
CC(C)(C)NC(=S)N/N=C/c1c(Cl)cccc1Cl	-6	1	1	i	3	1.0	-11	8	-2	0
CCn1c(SCC(=O)Nc2cc(OC)ccc2OC)nc2c(c1=O)SCC2	0	-10	1	i	3	0.5	6	0	-1	1
Cc1ccc(SCc2ccc(C(=O)NCc3cccnc3)cc2)cc1	0	5	0	i	0	0.9	-2	4	-1	-4
Cc1cccc2cc(C#N)c(NCCNC(=O)c3ccccc3)nc12	-3	11	-10	i	5	-0.2	x	2	-1	-5
Cc1ccc(OC(=O)COc2ccccc2)c(-n2nc3ccccc3n2)c1	15	-2	-6	i	8	1.9	-9	0	-2	2
COc1ccc(/C=N/NC(=S)NCC2CCCO2)cc1 (stereo not drawn)	-1	-8	-5	i	2	0.0	-4	-1	-2	3
CC(=O)Nc1ccc(S(=O)(=O)c2ccc(N)cc2)cc1	1	12	0	i	8	-1.5	-9	0	-2	3
CC(=O)c1ccc2c(c1)CCN2	-1	0	-4	i	4	0.6	7	-3	3	1
COc1ccc(-c2csc3ncn(CC(=O)N4CCOCC4)c(=O)c23)cc1	-4	0	1	i	4	-1.7	-1	-3	-4	1
O=C(O)CC/C(=N/NC(=O)CNC(=O)Cc1ccccc1)c1ccccc1	6	1	1	i	9	-0.9	-2	-4	-3	0
O=C(COC(=O)/C=C/c1cccc([N+](=O)[O-])c1)NCc1ccco1	0	-9	-10	i	1	2.1	-3	3	2	-2
CCC(C(=O)OC)n1cnc2c(cnn2-c2ccc(Cl)cc2)c1=O (stereo not drawn)	5	15	-2	i	3	0.0	-1	-2	-6	-2
CN1CCN(c2ccc([N+](=O)[O-])cc2/C=N/NC(=O)c2ccc(F)cc2)CC1	-6	-3	-13	i	-13	1.7	-2	-1	-6	1
CC(C)n1ncc2c(C(=O)Nc3ccc(S(C)(=O)=O)cc3)cc(C3CC3)nc21	2	0	-7	i	-1	1.1	-8	-1	-4	-5
COCCCNC(=O)CN1C(=O)CSc2ccc(S(=O)(=O)N3CCOCC3)cc21	-2	2	0	i	-3	-0.3	11	-3	-1	1
Cc1ccc(OCCC(=O)OCC(=O)Nc2ccc(C)cc2Cl)cc1	-2	-1	2	i	24	1.9	-10	1	-4	13
COc1cccc(-c2cc3nc4c(c(N5CCC6(CC5)OCCO6)n3n2)CCCC4)c1	-1	-15	1	i	8	6.5	3	4	10	-10
CC(=O)NC(CC(=O)Nc1ccc(S(=O)(=O)Nc2nccs2)cc1)c1ccccc1 (stereo not drawn)	1	-9	5	i	7	-0.7	-6	2	-1	-1
CCN1C(=O)C(CC(=O)Nc2ccc(F)cc2)N(Cc2ccco2)C1=S (stereo not drawn)	-2	10	-1	i	-2	-1.0	-12	-4	-7	1
COC(=O)[C@@]12C[C@@H](CC(=O)N3CCN(C(=O)c4ccco4)CC3)C(=O)N(Cc3ccco3)C1=CCC(C)(C)C2	-5	4	-3	x	-7	-0.6	x	x	x	x
N#Cc1c(Cl)nsc1NCCN1CCOCC1	1	-9	6	i	-16	-2.8	1	-1	-6	-2
CC1(C)CC(NS(=O)(=O)c2ccc(C(C)(C)C)cc2)CC(C)(C)N1	6	0	4	i	1	-2.8	-5	-1	-8	1
CC(Cc1ccccc1)N1CCCC1=O (stereo not drawn)	2	-4	7	i	-7	-1.9	7	-2	-7	-3
O=C1CN(S(=O)(=O)c2cccc(Cl)c2Cl)CCN1	11	2	2	i	20	-1.9	10	0	0	3
CC(C)(C)c1ccc(-c2noc(-c3ccno3)n2)cc1	0	5	2	i	6	1.3	-13	0	-1	12
CC1S/C(=N/N=C/c2ccco2)N(Cc2ccc(F)cc2)C1=O (stereo not drawn)	0	-10	-7	i	3	2.1	9	-1	4	-4
O=C(c1ccc(Cl)c(S(=O)(=O)N2CCOCC2)c1)N1CCCCCC1	0	11	1	i	-19	0.2	-3	-2	-2	0
Cc1noc(C)c1COC(=O)CN(C)S(=O)(=O)c1ccc(Cl)cc1	7	15	-3	i	5	-0.3	-7	0	-7	0
COc1ccc(N2CCN(c3nc4c(c(=O)n(C)c(=O)n4C)n3CCCc3ccccc3)CC2)cc1	4	-5	10	i	11	0.3	-4	3	-5	-1
O=c1c2ccccc2nc2n1C(CSCc1ccccc1)CS2 (stereo not drawn)	-6	-5	-1	i	-25	-1.6	5	0	2	-2
COc1ccccc1C1C(C#N)=C(N)Oc2c1c(-c1ccccc1)nn2-c1ccccc1 (stereo not drawn)	6	-4	0	i	-2	1.4	-17	1	1	-15
O=C(Nc1ccccc1)C1=C[C@@H](c2coc3ccccc3c2=O)C[C@@H](OCc2ccc(CO)cc2)O1	7	19	-1	i	15	-1.2	-1	-1	-6	-6
COCCN1C(=O)N[C@@H](c2cccc(C(F)(F)F)c2)[C@H](C(=O)OC)[C@H]1C	2	-6	4	i	3	-1.3	2	3	-5	1
COc1cccc(C(=O)COC(=O)C(C)N2C(=O)c3ccccc3C2=O)c1 (stereo not drawn)	6	-1	-6	i	-7	0.5	-4	0	-8	8
CNC(=S)NNC(=O)c1ccc(C(C)(C)C)cc1	-4	5	-1	i	-8	-2.0	6	4	-2	0
COc1ccc(S(=O)(=O)Nc2cc(S(=O)(=O)N3CCOCC3)ccc2OC)cc1	2	4	4	i	12	-1.5	-8	2	-3	1
Cc1cccc(C)c1NC(=O)C(c1ccccc1)N1CCN(c2ccc(F)cc2)CC1 (stereo not drawn)	1	-4	0	i	-3	-0.6	x	2	-5	6
O=C(NCc1ccccc1F)c1ccc2c(c1)OCO2	17	4	0	i	-5	-1.3	-4	-4	-6	5
CC(=O)c1ccc(Sc2ccccc2)cc1	-3	-3	2	i	-10	0.4	-9	-2	-7	0
CCN(C(=O)c1ccco1)C1C2CC3CC(C2)CC1C3 (stereo not drawn)	-20	0	-1	i	8	3.7	4	-3	-4	1
COc1cc(OC)c(OC)cc1CN(C)CCc1ccccn1	7	2	-3	i	6	-0.9	-7	0	8	-3
CC(C)Nc1nnc(SCC(=O)c2c[nH]c3ccccc23)s1	2	-5	3	i	2	-1.2	-5	0	-3	-10
O=C(CSc1nnnn1C1CCCCC1)Nc1cccc(NC(=O)c2ccco2)c1	3	3	2	i	37*	2.1	-5	-1	4	-6
Nc1cccc2c(=O)[nH][nH]c(=O)c12	-1	-3	7	i	-10	-2.1	-4	-1	-2	4
CCOc1ccc2nc(-c3ccc(OC)c(OC)c3)cc(C(=O)O)c2c1	2	0	-1	i	-8	-1.7	-11	-2	8	1

Only NRP1-CendR mod (four entries from above):
SMILES	NRP1-CendR mod
CC(C)Nc1nnc(SCC(=O)c2c[nH]c3ccccc23)s1	-5
Cc1cccc(C)c1NC(=O)C(c1ccccc1)N1CCN(c2ccc(F)cc2)CC1 (stereo not drawn)	-4
COc1cccc(C(=O)COC(=O)C(C)N2C(=O)c3ccccc3C2=O)c1 (stereo not drawn)	-1
CC(=O)c1ccc(Sc2ccccc2)cc1	-3

Additional records:
SMILES	MT1-MMP act inh	NRP1-CendR mod	SUMO1-SIM PPI	Rpn11 block	SKN-1 block	LMPTP inh	Scp-1 inhibitor	STEP inh	NadD inh	DNMT1 block
Nc1c(C(=O)c2ccccc2)sc(Nc2ccccc2)c1S(=O)(=O)c1ccccc1	-8	-15	-2	i	-9	2.8	-16	-1	13	-7
O=C(CCCc1ccccc1)Nc1cccc([N+](=O)[O-])c1	2	10	-20	i	5	-0.3	-10	-2	-11	-1
C/C(=N\NC(=O)c1ccc2c(c1)OCO2)c1cccnc1	-1	19	7	i	4	-1.8	-11	-3	-6	1
COc1cc(C)ccc1S(=O)(=O)NC1CC(C)(C)NC(C)(C)C1	-5	0	9	i	8	0.0	-5	1	1	1
CC(C)(C)c1nnc(NC(=O)NS(=O)(=O)c2ccccc2)s1	-6	5	1	i	-28	-1.3	5	-2	-2	-2
CCCn1c(N)c(N(CCOC)C(=O)c2cc3ccccc3cc2OC)c(=O)[nH]c1=O	2	-11	-1	i	16	-0.9	0	-3	-4	1
CCOC(=O)c1c(C)n(CC(O)CN(C)C)c2cc(Br)c(OC)cc12 (stereo not drawn)	3	2	1	i	7	-1.1	-8	-1	-4	-4
